Bioassay records as filed in PubChem.
MBD2 inh = MBD2-methylated oligo binding inhibition; inhibition, % at 4.4 µM; TR-FRET, MBD2 binding to methylated oligonucleotide; 370,000 compounds, 0.31% hits; in the data active = inhibition above about 13%
HTRA1 inh = blocks human HTRA1 serine peptidase; Q92743; recombinant HTRA1, FP-rhodamine activity-based probe, fluorescence polarization; inhibition, % at 5.96 µM; 340,000 compounds, 0.5% hits; AID 504803; in the data active = inhibition above about 36%;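 also: 0% = enzyme with DMSO and 100% = wells lacking enzyme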
Target sequence (Q92743 whole entry, looked up): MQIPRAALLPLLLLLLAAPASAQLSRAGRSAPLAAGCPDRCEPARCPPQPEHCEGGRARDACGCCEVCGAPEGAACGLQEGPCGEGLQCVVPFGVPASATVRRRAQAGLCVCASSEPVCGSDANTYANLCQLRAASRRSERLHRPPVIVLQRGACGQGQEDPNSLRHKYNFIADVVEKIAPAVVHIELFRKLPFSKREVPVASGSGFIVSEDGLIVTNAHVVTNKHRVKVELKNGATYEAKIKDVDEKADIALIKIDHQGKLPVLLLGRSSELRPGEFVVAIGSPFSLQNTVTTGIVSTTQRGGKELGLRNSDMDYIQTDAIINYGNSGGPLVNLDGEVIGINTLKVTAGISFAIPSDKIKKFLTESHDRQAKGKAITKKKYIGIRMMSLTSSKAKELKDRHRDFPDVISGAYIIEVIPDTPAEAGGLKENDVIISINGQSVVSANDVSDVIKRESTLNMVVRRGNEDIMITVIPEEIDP
TCR CD3 inh = human TCR-CD3 binding inhibition. inhibition, % at 9.4 µM. 360,000 compounds, 0.37% hits. TAMRA-labeled TCR probe fluorescence, biochemical; in the data active = inhibition above about 19%;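 also: recombinant mutant TCR 2C K166C tagged with TAMRA read by polarization; 0% = receptor in buffer alone and 100% = receptor with positive control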
mABHD4 FP = inhibitors of mouse ABHD4; purified mABHD4, FP-Rh probe fluorescence polarization; inhibition, % at 8.92 µM; 370,000 compounds, 0.54% hits;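 active = inhibition exceeding the mean over every tested compound plus 3 SD, cut at about 30% in these data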;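 also: 0% = plate median of compound wells and 100% = S159A mutant with DMSO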
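assay system = mABHD4 protein | compound dosing = single nominal dose of 8.92 µM, 0.89% DMSO final | read-out basis = percent inhibition of probe binding, normalized to plate controls | schedule = Enzyme–compound pre-incubation 45 min, then probe 60 min, both 25 °C | detection = fluorescence polarization, excitation 525 nm, emission 598 nm, BODIPY TMR filters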
GC-B act = GC-B (human) receptor activation. P20594. HEK293-GC-B cells, CNP EC30, cGMP TR-FRET; 0% at EC30 CNP, 100% saturating CNP. activation, % at 10 µM. 370,000 compounds, 0.11% hits. AID 1920062;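 active = activation at 10 µM reaching about 35% in either raw or pattern-adjusted values, limit read from the data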
SIAE inh = inhibitors of human sialic acid acetylesterase SIAE; 370,000 compounds, 0.69% hits; inhibition, % at 9.66 µM; AID 1053197; SIAE FP-Rh probe binding, fluorescence polarization; Q9HAT2;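 active = inhibition above a cutoff: mean of compounds within the control limits plus 3 SD of those, cut at about 17% in these data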;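 also: 0% = plate median of compound wells and 100% = probe without SIAE protein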
rCAG RNA binder = r(CAG) repeat RNA binding | 370,000 compounds, 1.3% hits | inhibition, % at 3 µM | TO-PRO-1 dye displacement fluorescence;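 active = inhibition above the plate cutoff, the mean of all test compounds on that plate plus 3 SD, cut at about 35% in these data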;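 also: 0% = DMSO alone and 100% = 100 µM mitoxantrone as full dye displacement; higher means more dye released from RNA so lower well fluorescence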
LEDGF integ inh = blocks HIV-1 LEDGF/p75-dependent DNA integration; AID 743269; inhibition, % at 3.7 µM; TR-FRET IN-LEDGF/p75 DNA integration, Eu/Cy5; 370,000 compounds, 0.64% hits;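 active = inhibition above the screen-wide mean plus 3 SD, cut at about 13% in these data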;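 also: signal is the Cy5 over europium emission ratio at 671 and 618 nm; 0% = plate median of compound wells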
TDP2 inh = blocks human TDP2 phosphodiesterase activity | O95551 | recombinant TDP2, T5PNP hydrolysis, p-nitrophenol absorbance 415 nm | inhibition, % at 12.8 µM | 370,000 compounds, 0.34% hits;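 active = inhibition above the mean of all tested compounds plus 3 SD, set per campaign, cut at about 25% in these data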;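 also: 0% = DMSO with enzyme and 100% = buffer with substrate but no TDP2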
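test system = human TDP2 enzyme | input = TDP2 enzyme at 120 nM final | medium = 50 mM Tris-HCl pH 7.5 with Mg2+, KCl, DTT, BSA | also added = T5PNP substrate, 5 mM | times = 2 h at 37 °C | technique = epi absorbance | benchmarks = high control without enzyme, low control DMSO plus TDP2 | replication = each compound tested once, singlicate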
PRMT1 FP inh = blocks human protein arginine methyltransferase 1; Q99873; 370,000 compounds, 1.3% hits; AID 652257; inhibition, % at 2.79 µM; recombinant PRMT1, activity-based probe fluorescence polarization;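 active = inhibition above about 21% made by adding two undisclosed values, limit read from the data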
Target sequence (Q99873 whole entry, looked up): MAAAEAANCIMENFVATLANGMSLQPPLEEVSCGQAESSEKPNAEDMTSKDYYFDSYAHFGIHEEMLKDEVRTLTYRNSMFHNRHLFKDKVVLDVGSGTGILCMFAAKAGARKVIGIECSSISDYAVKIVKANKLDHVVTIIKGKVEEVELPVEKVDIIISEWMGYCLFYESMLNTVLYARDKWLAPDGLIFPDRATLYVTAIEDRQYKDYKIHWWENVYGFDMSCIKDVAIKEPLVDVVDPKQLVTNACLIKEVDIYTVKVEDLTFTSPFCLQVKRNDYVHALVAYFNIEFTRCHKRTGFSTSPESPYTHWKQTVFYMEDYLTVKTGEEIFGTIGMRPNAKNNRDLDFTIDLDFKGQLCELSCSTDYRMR
* = called active by the depositor; i = inactive; x = not tested or not shown.

SMILES	MBD2 inh	HTRA1 inh	TCR CD3 inh	mABHD4 FP	GC-B act	SIAE inh	rCAG RNA binder	LEDGF integ inh	TDP2 inh	PRMT1 FP inh
COCCOC(=O)C1=C(N)OC2=C(C(=O)CC(C)(C)C2)C1c1cccnc1 (centres undefined)	3.0	8.8	-5.5	2.4	2.5	-3.3	-4.8	0.5	5.9	3.0
CN(C)S(=O)(=O)n1cc(/C=C(\NC(=O)c2ccccc2Cl)C(=O)N2CCOCC2)c2ccccc21	0.2	7.2	2.1	3.5	-1.4	-0.6	-0.8	-5.0	5.3	0.9
CC(C)c1ccccc1NC(=O)CNC(C)c1ccc(F)cc1 (centres undefined)	-0.1	x	-0.7	-8.6	-10.7	-4.3	-12.5	0.8	-13.7	3.0
CS(=O)(=O)c1ccc2nc(NC(=O)c3ccccc3Cl)sc2c1	-0.2	7.5	-1.4	-6.3	0.8	-1.5	10.0	2.2	-5.8	-0.4
O=Cc1cn(-c2ccccc2)nc1-c1cccnc1	5.4	-0.6	-2.9	-20.4	-0.5	0.8	-0.5	-3.9	-15.2	8.9
CCCSc1nc(C)cc(C)c1C(N)=O	-0.3	5.1	3.6	2.4	-2.2	-0.1	0.5	-3.4	-7.0	-1.8
COc1ccc(S(=O)(=O)Nc2ccc(Cc3ccncc3)cc2)cc1OC	-2.2	-1.2	10.6	0.8	-1.1	1.5	6.8	-3.5	-1.3	0.6
CC(=O)Nc1cccc(-c2csc(C(C)(O)c3cccc(F)c3)n2)c1 (centres undefined)	-7.0	x	-5.5	-12.9	2.1	-0.9	-1.0	-1.9	1.8	-0.8
COc1ccc(Cn2c(=O)sc3ccccc32)cc1	2.5	-13.5	-1.6	-2.5	5.1	-5.5	-6.2	-0.4	-4.8	3.6
COC(=O)c1cc(=O)n(-c2ccc(F)cc2)c(=Nc2ccc(F)cc2)s1	-1.2	-6.4	1.0	-5.5	17.6	8.7	0.2	-3.3	1.0	0.5
CC(c1ccccc1)n1cc(C(=O)NCC2COc3ccccc3O2)nn1 (centres undefined)	-1.6	-11.3	7.0	4.1	7.5	-3.3	-4.9	-1.6	-8.5	-2.2
CCOC(=O)Cn1c2ccc(F)cc2c2nc(C)sc21	3.6	-1.7	-0.1	0.5	8.2	-3.0	-4.2	-5.1	0.1	0.9
Clc1cccc(NCc2nnc(SCc3ccccc3)o2)c1	-3.3	-23.4	-0.3	-9.0	-5.8	-0.6	-1.8	3.6	8.0	2.0
COC(=O)c1c(N)sc(Cc2ccccc2)c1C	1.1	3.1	3.0	-4.6	0.4	8.3	0.1	3.9	15.2	2.0
COc1cccc(CN(C)C(=O)c2ccc(OCC(=O)N3CCOCC3)c(OC)c2)c1	-2.1	3.4	-8.5	8.8	4.1	-0.7	-7.5	-1.5	1.4	-2.3
N#CC1(Cc2ccc(Cl)cc2)c2ccccc2C=CN1C(=O)c1ccccc1 (centres undefined)	-2.1	-27.0	6.5	-10.0	-3.4	-5.2	2.8	0.4	0.3	-2.9
CCCCOc1ccccc1NC(=O)c1ccco1	-2.4	-0.9	3.9	-2.4	-9.7	2.1	-0.4	-0.7	-11.4	-5.7
COc1ccc(CN2CCN(CC(O)Cn3c4ccccc4c4ccccc43)CC2)cc1 (centres undefined)	-2.5	-12.1	7.8	7.5	-6.1	4.0	-2.4	1.2	-6.5	-3.5
CN(C)Cc1c(O)ccc2c(-c3ccccc3)cc(=O)oc12	-0.3	4.0	0.7	-2.0	-3.9	0.2	0.3	4.2	-9.6	3.6
COc1ccc(NS(=O)(=O)c2ccc(Cl)s2)cn1	2.0	2.5	-8.6	-0.9	6.4	-3.3	-11.7	-2.8	-3.4	16.4
COc1ccc(N2CCN(CCCNC(=O)C(=O)c3c(C)n(C)c4ccccc34)CC2)cc1	-0.8	2.0	6.7	6.9	2.3	7.0	-5.5	0.1	0.9	-3.3
O=Cc1ccc(OCc2nnsc2Cl)cc1	-4.1	0.8	2.7	4.3	-0.2	5.0	-1.3	3.4	2.4	3.5
C/C(=N\NC(=O)C1(C)CC1(Br)Br)c1ccc(C)cc1C (centres undefined)	2.9	-3.4	6.1	-7.8	-2.0	4.2	-6.3	4.1	4.4	-2.5
O=C(c1ccc(C(F)(F)F)cc1)C1CCCN(C(=O)CCc2ccncc2)C1 (centres undefined)	3.7	2.8	2.6	4.0	0.3	6.1	-8.2	0.1	6.6	-2.8

Given as labelled records: part of the list above.
structure: N#CC1(Cc2ccc(Cl)cc2)c2ccccc2C=CN1C(=O)c1ccccc1 (centres undefined)
  MBD2 inh: -2.1; HTRA1 inh: -27.0; TCR CD3 inh: 6.5; mABHD4 FP: -10.0; GC-B act: -3.4; SIAE inh: -5.2; rCAG RNA binder: 2.8; LEDGF integ inh: 0.4; TDP2 inh: 0.3; PRMT1 FP inh: -2.9
structure: Clc1cccc(NCc2nnc(SCc3ccccc3)o2)c1
  MBD2 inh: -3.3; HTRA1 inh: -23.4; TCR CD3 inh: -0.3; mABHD4 FP: -9.0; GC-B act: -5.8; SIAE inh: -0.6; rCAG RNA binder: -1.8; LEDGF integ inh: 3.6; TDP2 inh: 8.0; PRMT1 FP inh: 2.0
structure: COc1ccc(N2CCN(CCCNC(=O)C(=O)c3c(C)n(C)c4ccccc34)CC2)cc1
  MBD2 inh: -0.8; HTRA1 inh: 2.0; TCR CD3 inh: 6.7; mABHD4 FP: 6.9; GC-B act: 2.3; SIAE inh: 7.0; rCAG RNA binder: -5.5; LEDGF integ inh: 0.1; TDP2 inh: 0.9; PRMT1 FP inh: -3.3
structure: O=C(c1ccc(C(F)(F)F)cc1)C1CCCN(C(=O)CCc2ccncc2)C1 (centres undefined)
  MBD2 inh: 3.7; HTRA1 inh: 2.8; TCR CD3 inh: 2.6; mABHD4 FP: 4.0; GC-B act: 0.3; SIAE inh: 6.1; rCAG RNA binder: -8.2; LEDGF integ inh: 0.1; TDP2 inh: 6.6; PRMT1 FP inh: -2.8

Additional compounds:
SMILES	MBD2 inh	HTRA1 inh	TCR CD3 inh	mABHD4 FP	GC-B act	SIAE inh	rCAG RNA binder	LEDGF integ inh	TDP2 inh	PRMT1 FP inh
Cc1ccc(C(=O)OCC(=O)Nc2ccc3[nH]c(=O)[nH]c3c2)o1	-0.7	4.8	-0.3	10.0	-1.9	12.7	-1.5	-3.1	4.4	-1.1
O=C(NC(=S)NCC1CCCO1)c1ccccc1[N+](=O)[O-] (centres undefined)	0.0	x	3.4	-0.4	7.6	-0.2	0.0	-1.7	-2.9	-1.0
CC(=O)Nc1ccc(N2C(=O)c3cccc4c(O)ccc(c34)C2=O)cc1	-11.6	34.4	54.4*	23.8	3.3	26.1*	i	-6.5	7.4	108.6*
COCCN1Cc2cccc(C(=O)N3CCN(c4ccccc4)CC3)c2C1=O	-0.7	-3.2	8.9	-10.2	2.0	-3.1	-4.5	0.6	6.6	-1.9
Cc1ccc(OCCNC(=O)Cc2ccc(S(=O)(=O)N3CCOCC3)s2)cc1	8.8	-2.9	-4.8	0.2	7.9	-7.2	8.3	1.1	14.8	1.9
CC(=O)c1cccc(NC(=O)COC(=O)COc2ccccc2C)c1	-1.6	-4.1	9.4	0.6	3.3	-9.0	-4.4	-2.1	-7.2	-0.7
CC(=O)Nc1ccc(NC(=O)CSc2nc3ccccc3c(=O)n2CCCN2CCOCC2)cc1	-2.4	11.3	5.7	-0.3	-1.0	-7.3	-0.9	0.6	-5.3	-8.3
CC1(C)Cc2c(cnn2-c2ccc(F)cc2)C(NC(=O)CCn2cncn2)C1 (centres undefined)	-4.4	-2.0	1.1	-3.4	1.8	-4.4	-2.9	-0.1	-11.6	-5.2
O=C(Nc1ccc(F)cc1)N(Cc1ccco1)Cc1cc2cc3c(cc2[nH]c1=O)OCO3	-1.4	-14.8	1.8	-2.6	-22.2	2.2	3.4	-2.3	-5.4	-2.2
CCC(c1nnnn1C(C)(C)C)N(Cc1ccco1)Cc1cc2cccc(C)c2[nH]c1=O (centres undefined)	4.7	-8.4	-1.7	-7.8	-4.5	3.0	0.7	2.4	-3.9	5.6
O=C(NCCc1c[nH]c2ccccc12)c1ccc(Br)o1	16.2*	4.2	-7.0	5.0	-5.5	0.1	0.4	1.4	5.1	3.7
COP(=O)(c1ccc(N(C)C)cc1)C(O)c1ccccc1 (centres undefined)	9.9	-0.3	-2.9	6.2	-5.0	-9.8	-1.8	-2.5	7.5	1.9
Cc1cc(C)n(-c2ccc(OCC(=O)O)nn2)n1	-1.2	-0.9	2.7	1.5	3.9	-0.3	-1.2	-1.2	9.2	-1.1
COc1ccc(NC(=O)CN2CC(c3ccccc3)CC2=O)cc1OC (centres undefined)	-2.3	3.6	1.2	3.7	1.5	2.9	0.8	-0.7	0.5	-3.0
COc1ccccc1N1CCN(c2ncnc3nc[nH]c23)CC1	0.2	-1.6	1.7	-3.9	9.7	3.1	-1.4	-0.7	5.2	-2.5
COc1cc([N+](=O)[O-])cc2sc(NC(=O)C3CC3)nc12	-1.6	4.4	5.7	0.6	-4.2	-1.2	3.2	-0.1	-10.3	-2.2
O=C(CN1C(=O)CCOc2ccccc21)Nc1cccc(S(=O)(=O)N2CCOCC2)c1	2.1	-1.8	-1.9	-1.7	-0.9	0.1	7.1	-1.7	4.7	1.9
COC(=O)c1ccc2c(=O)n(Cc3ccc(C(=O)NC(C)C)cc3)c(=S)[nH]c2c1	-2.3	5.9	-0.6	7.6	1.0	-0.3	4.5	-3.0	-11.9	0.6
[S-]C(=Nc1ccc(Cl)cc1)N[n+]1ccccc1	-2.0	6.0	8.8	1.7	11.3	4.6	-2.1	-0.9	8.8	0.9
N#Cc1c(-c2ccccc2)c(-c2ccccc2)n(Cc2ccco2)c1NC(=O)c1cccs1	-1.5	-56.2	6.3	-59.1	-4.1	-62.5	19.5	-0.7	0.0	3.4
Nn1c(-c2cccc(O)c2)nnc1-c1cccc(O)c1	5.6	4.4	8.7	7.5	-1.6	3.3	0.6	-3.2	6.8	0.9
O=C(NNC(=O)c1cc(-c2ccccc2)nn1-c1ccccc1)c1ccccc1	5.3	-5.9	1.0	-6.7	0.4	6.8	3.2	1.6	-4.0	-1.4
COc1ccc(-c2ccc(CCC(=O)O)n2NC(=O)c2ccc(C(C)(C)C)cc2)cc1	-1.3	-7.0	3.1	8.4	-1.1	9.8	29.7	-1.3	-4.6	0.0
CC1(c2nnnn2Cc2ccccc2)CCCCC(=O)N1Cc1cccs1 (centres undefined)	3.9	x	x	4.2	-2.3	7.4	0.4	0.2	4.2	2.1
O=c1c(C=Nc2ccc(Cl)cc2)c[nH]n1-c1cccc(Cl)n1	-2.5	-3.4	0.7	5.0	0.5	-5.8	3.2	-1.2	-15.5	-1.6
CC(C)C(=O)NC(=S)Nc1sc2c(c1C(N)=O)CCCC2	5.7	-4.3	6.3	-1.6	1.3	-6.5	14.4	1.5	5.5	10.1
c1ccc(-c2ccc(C3=Nn4c(nnc4-c4cc(-c5ccccc5)n[nH]4)SC3)cc2)cc1	-1.5	-37.6	-1.6	-15.4	-3.6	-21.8	11.6	-1.6	10.6	-2.0
CC[C@@H]1C=C(C(=O)O)[C@H](c2ccc(OC)c(OC)c2)N1S(=O)(=O)c1ccc(C)cc1	5.3	0.5	-2.8	1.6	2.0	-1.8	5.9	0.9	8.2	4.1

Some of the compounds tested (hit frequency here may not be typical).
